Source: PubChem BioAssay
PRMT1 inh = blocks human protein arginine methyltransferase 1 | Q99873 | recombinant PRMT1, activity-based probe fluorescence polarization | inhibition, % at 2.79 µM | hit rate 1.3% among 370,000 | AID 652257;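 active = inhibition above about 21% made by adding two undisclosed values, limit read from the data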
Tn6 DDE FP = inhibitors of Tn6 peptide binding to human fibrin DD(E); P02675; Fibrin DD(E) TRITC-Tn6 fluorescence polarization displacement; inhibition, % at 8.3 µM; hit rate 0.21% among 370,000; AID 720509;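 active = inhibition above a per-campaign cutoff: mean of compounds within control limits plus 3 SD, cut at about 15% in these data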;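 note: 0% = median of all compound wells on the plate and 100% = blocking peptide control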
UHRF1 MBD2 ctr = human UHRF1 methylated DNA binding inhibitors; Q96T88; UHRF1 binding to methylated oligo, TR-FRET; inhibition, % at 4.4 µM; hit rate 0.75% among 370,000; AID 687016; in the data active = inhibition above about 21%;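 note: UHRF1 SRA domain binding a hemimethylated CpG hairpin DNA probe; 0% = median of test compound wells and 100% = reference inhibitor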
Target sequence (Q96T88 whole entry, looked up, the tested form may be a part): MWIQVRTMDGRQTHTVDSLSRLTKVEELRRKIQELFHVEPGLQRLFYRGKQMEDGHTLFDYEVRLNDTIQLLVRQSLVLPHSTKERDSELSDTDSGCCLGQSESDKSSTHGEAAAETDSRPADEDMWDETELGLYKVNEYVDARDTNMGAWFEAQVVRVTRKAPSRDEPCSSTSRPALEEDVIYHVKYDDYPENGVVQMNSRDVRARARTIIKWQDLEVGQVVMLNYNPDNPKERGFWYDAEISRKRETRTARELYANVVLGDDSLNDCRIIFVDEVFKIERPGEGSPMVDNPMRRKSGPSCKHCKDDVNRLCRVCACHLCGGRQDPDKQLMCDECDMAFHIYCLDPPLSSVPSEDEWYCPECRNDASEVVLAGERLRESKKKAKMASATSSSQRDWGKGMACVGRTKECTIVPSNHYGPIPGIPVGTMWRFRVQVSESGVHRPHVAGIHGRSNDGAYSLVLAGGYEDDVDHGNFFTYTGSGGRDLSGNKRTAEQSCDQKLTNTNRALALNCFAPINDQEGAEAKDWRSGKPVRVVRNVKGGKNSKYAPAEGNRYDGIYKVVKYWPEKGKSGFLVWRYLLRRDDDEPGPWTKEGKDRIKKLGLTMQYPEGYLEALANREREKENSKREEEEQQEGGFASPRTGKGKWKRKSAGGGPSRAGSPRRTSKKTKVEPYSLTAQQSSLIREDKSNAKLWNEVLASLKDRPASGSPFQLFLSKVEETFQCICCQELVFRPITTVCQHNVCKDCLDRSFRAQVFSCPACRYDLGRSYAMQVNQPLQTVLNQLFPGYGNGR
TDP2 absorb = blocks human TDP2 phosphodiesterase activity. O95551. recombinant TDP2, T5PNP hydrolysis, p-nitrophenol absorbance 415 nm. inhibition, % at 12.8 µM. hit rate 0.34% among 370,000;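 active = inhibition above the mean of all tested compounds plus 3 SD, set per campaign, cut at about 25% in these data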;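 note: 0% = DMSO with enzyme and 100% = buffer with substrate but no TDP2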
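Incubation: 2 h at 37 °C; Test system: recombinant human TDP2; Quantity: enzyme 120 nM; Read-out basis: percent inhibition; Medium: 50 mM Tris-HCl pH 7.5 with Mg2+, KCl, DTT, BSA; Repeats: single replicate; Compound: 12.8 µM single point, 1% DMSO; Signal: epi absorbance; Reagent: 5 mM T5PNP chromogenic substrate; Benchmarks: no-enzyme high, DMSO-plus-enzyme low.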
SIAE primary = human SIAE inhibition, primary screen. SIAE FP-Rh probe binding, fluorescence polarization. inhibition, % at 9.66 µM. hit rate 0.69% among 370,000. AID 1053197;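 active = inhibition above a cutoff: mean of compounds within the control limits plus 3 SD of those, cut at about 17% in these data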;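 note: 0% = plate median of compound wells and 100% = probe without SIAE protein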
TCR CD3 inh = inhibitors of human TCR-CD3 interaction | TAMRA-labeled TCR probe fluorescence, biochemical | inhibition, % at 9.4 µM | hit rate 0.37% among 360,000 | AID 651800; in the data active = inhibition above about 19%;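 note: recombinant mutant TCR 2C K166C tagged with TAMRA read by polarization; 0% = receptor in buffer alone and 100% = receptor with positive control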
proKLK7 act = activates the human kallikrein-7 zymogen; P49862; purified proKLK7, EDANS-DABCYL substrate fluorescence; 100% is mature enzyme control, 0% vehicle; activation, % at 7 µM; hit rate 0.9% among 370,000; AID 652039;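 active = activation above the mean of all tested compounds plus 3 SD, computed per campaign excluding outliers beyond control limits, cut at about 13% in these data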
Target sequence (P49862 whole entry, looked up): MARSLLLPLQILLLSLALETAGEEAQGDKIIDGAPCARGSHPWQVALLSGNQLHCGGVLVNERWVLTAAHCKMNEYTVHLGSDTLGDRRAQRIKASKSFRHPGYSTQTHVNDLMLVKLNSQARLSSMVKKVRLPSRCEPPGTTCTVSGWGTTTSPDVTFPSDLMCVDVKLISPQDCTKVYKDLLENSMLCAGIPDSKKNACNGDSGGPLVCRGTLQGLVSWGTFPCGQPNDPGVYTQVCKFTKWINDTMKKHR
MBD2 DNA inh = blocks human MBD2 binding to methylated DNA | AID 686964 | TR-FRET, MBD2 binding to methylated oligonucleotide | Q9UBB5 | hit rate 0.31% among 370,000 | inhibition, % at 4.4 µM; in the data active = inhibition above about 13%
LEDGF integ inh = blocks HIV-1 LEDGF/p75-dependent DNA integration; TR-FRET IN-LEDGF/p75 DNA integration, Eu/Cy5; inhibition, % at 3.7 µM; hit rate 0.64% among 370,000; AID 743269;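 active = inhibition above the screen-wide mean plus 3 SD, cut at about 13% in these data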;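 note: signal is the Cy5 over europium emission ratio at 671 and 618 nm; 0% = plate median of compound wells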
DDE Tn7 FP inh = inhibitors of Tn7 peptide binding to human fibrin DD(E); inhibition, % at 8.3 µM; AID 720508; FP displacement of FITC-Tn7 peptide from fibrin DD(E); 0% = median of compound wells per plate; hit rate 0.13% among 370,000; P02675;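 active = inhibition above the mean of compounds falling within the control limits plus 3 SD of them, cut at about 14% in these data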;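 note: 0% = plate median of compound wells and 100% = 10 µM Aha-Tn7 peptide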
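Assay system: Human fibrin DD(E) protein | Medium: Tris buffer with calcium and detergent, pH 7.8 | Reagent: 0.1 µM fluorescent Tn7 | Compound dosing: Single point at 8.3 µM | Times: 10 min preincubation, 3 h with tracer, room temperature | Detection: Fluorescence polarization of the labelled Tn7 tracer | Controls: Aha-Tn7 high control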
Numbers without * were called inactive.

structure | PRMT1 inh | Tn6 DDE FP | UHRF1 MBD2 ctr | TDP2 absorb | SIAE primary | TCR CD3 inh | proKLK7 act | MBD2 DNA inh | LEDGF integ inh | DDE Tn7 FP inh
CCCCCC(=O)Nc1cccc(C2=NOC3(C2)C[C@@H](C(N)=O)N(C(=O)C2(C)CC2)C3)c1 (stereo not given in full) | -1 | 0 | 4 | -5 | 1 | 3 | -0.2 | 6 | 0 | 1
CC(C)(C)CC(C)(C)NC(=S)N1CCN(Cc2ccc3c(c2)OCO3)CC1 | -1 | 5 | -1 | -8 | -3 | 0 | -0.4 | -4 | 1 | 0
Cc1cnc(C(=O)OC(C(=O)c2c[nH]c3ccccc23)c2ccccc2)cn1 (stereo not given) | -2 | 0 | 1 | -5 | 2 | 5 | -0.2 | -2 | -1 | 4
COc1cccc(/C=N/n2nnc3c(cnn3-c3ccccc3)c2=O)c1 | 3 | -2 | 4 | 0 | -4 | -6 | -0.4 | 8 | -5 | 6
COC(=O)c1ccc(NS(=O)(=O)c2ccc(OC)cc2)cc1 | 0 | 10 | 0 | 1 | 1 | -1 | -0.3 | -1 | 0 | 12
CC(C)C[C@@H](NC(=O)[C@H]1CCCN1C(=O)Cc1ccccc1)C(N)=O | 2 | 1 | -2 | 10 | 4 | 8 | 0.5 | 2 | 0 | -2
CNC(=O)/C(C#N)=C/c1c(N2CCCCCC2)nc2c(C)cccn2c1=O | -2 | 14 | -2 | 5 | 11 | -4 | 2.3 | -4 | 2 | -6
O=C(CCn1c(=S)[nH]c2cc3c(cc2c1=O)OCO3)NCc1cccc(Cl)c1 | -6 | 4 | 0 | -18 | -11 | 4 | 0.1 | 0 | 7 | 0
CCOc1ccccc1NC(=O)Nc1ccc(CC#N)cc1 | -4 | 1 | -3 | 20 | 12 | 2 | -0.1 | -2 | 0 | -6
COC(=O)c1cccc(CN2C(=O)SC(Nc3ccccc3)C2=O)c1 (stereo not given) | 8 | -12 | 3 | -12 | -6 | 9 | -1.0 | 4 | 7 | -8
COc1ccc(/C=N/N2CCN(c3ccc(Cl)cc3)CC2)cc1 | 3 | 1 | 1 | 0 | 4 | -2 | -0.3 | 5 | -2 | 3
Cc1cccc(-c2cnc(C(O)c3ccc(-c4ccccc4)cc3)[nH]2)c1 (stereo not given) | -4 | 0 | -1 | -5 | -2 | 4 | -0.5 | -3 | -5 | -3

Next entries
structure | PRMT1 inh | Tn6 DDE FP | UHRF1 MBD2 ctr | TDP2 absorb | SIAE primary | TCR CD3 inh | proKLK7 act | MBD2 DNA inh | LEDGF integ inh | DDE Tn7 FP inh
CCOC(=O)c1ccc(NC(=O)CSc2nccn2C)cc1 | 17 | 11 | -2 | 9 | -9 | -2 | 0.3 | 3 | 3 | 0
O=C(O)c1cccc(NC2=C(n3nnc4ccccc43)C(=O)c3ccccc3C2=O)c1 | 1 | -4 | -8 | 22 | 4 | 2 | 0.5 | -15 | 5 | 1
COCC1COS(=O)(=O)NC1(C)C (stereo not given) | -3 | 6 | 4 | -18 | -5 | -3 | -0.2 | 7 | 2 | 0
O=C(COc1ccccc1)N1CCN(S(=O)(=O)c2ccc(Br)cc2)CC1 | 8 | 0 | 6 | -13 | -3 | -2 | 0.4 | 1 | -4 | 2
Cn1c(=O)c2c(nc(NCCOc3ccc(F)cc3)n2C)n(C)c1=O | -6 | 1 | 1 | 12 | 12 | -3 | 0.0 | -2 | 4 | -5
CCc1ccccc1NC(=S)N(CCN1CCOCC1)Cc1ccccc1F | -5 | 0 | -5 | -3 | -6 | 1 | -0.4 | 2 | 3 | -3
CCCc1cc(=O)c2ccc(OC/C(C)=N/O)cc2o1 | -3 | -5 | -4 | -3 | 2 | 3 | 4.5 | 1 | 2 | 1
Cc1ccc(-n2c(P(C)(=O)O)nc3ccccc32)cc1 | 1 | 0 | 3 | 0 | 4 | 2 | -0.6 | -2 | 3 | -2
CN(C(=O)COC(=O)c1ccccc1SCC(=O)N1CCCC1)c1ccccc1 | -1 | 7 | 0 | -4 | -4 | 2 | 0.3 | -1 | -2 | 10
COc1ccc(NC(=O)N(C)C[C@@H]2Oc3ncc(Br)cc3C(=O)N([C@@H](C)CO)C[C@@H]2C)cc1 | -1 | 5 | 21 | 4 | 6 | 0 | 1.0 | 4 | -3 | 5
Cc1ccc(S(=O)(=O)NCc2ccccc2)cc1C(=O)N1CCN(S(=O)(=O)c2ccccc2)CC1 | -1 | -1 | 0 | -7 | -1 | 4 | -0.3 | -4 | 2 | -7
CCOc1ccc(NC(=O)CCn2cccc2)cc1 | 1 | 0 | -2 | 2 | 5 | 9 | 0.2 | 1 | -3 | -4

Going on with the list:
structure | PRMT1 inh | Tn6 DDE FP | UHRF1 MBD2 ctr | TDP2 absorb | SIAE primary | TCR CD3 inh | proKLK7 act | MBD2 DNA inh | LEDGF integ inh | DDE Tn7 FP inh
C=CCN1C(=O)C(O)(CC(=O)c2ccccn2)c2ccccc21 (stereo not given) | 1 | 1 | 0 | 6 | -2 | -1 | 0.2 | -7 | 15* | 0
Nc1nc(Cl)cc(Oc2ccccc2F)n1 | -3 | 3 | -1 | 14 | 1 | 2 | 0.6 | -4 | 2 | -3
Cc1ccc2nc(SCC(=O)NCc3ccc4c(c3)OCO4)nc(=O)n2c1 | -6 | 2 | 0 | -12 | 2 | 1 | 0.1 | -1 | 2 | 1
COc1ccc(-n2nnnc2SCC(=O)c2cc3ccccc3o2)cc1 | 15 | 8 | -1 | -5 | -18 | 5 | -0.2 | -9 | -3 | 6
CCN(CC)c1ccc(C2N(C(=O)N3CCOCC3)CCN2S(=O)(=O)c2ccc(C)cc2)cc1 (stereo not given) | 1 | 6 | 2 | 10 | 1 | -3 | -0.2 | 2 | 2 | 8
COc1ccc(C(=O)CC(=O)c2ccc(OC)cc2)cc1 | -6 | 14 | 1 | -6 | -3 | -5 | -3.9 | 6 | 0 | 3
O=S(=O)(Nc1c(F)cccc1F)c1ccc2c(c1)OCCO2 | 10 | 5 | 9 | -8 | 2 | -6 | -0.1 | 6 | 0 | 6
COc1ccc(C(=O)/C=C/c2ccc(-c3ccccc3)cc2)cc1CSCC(=O)O | -1 | -13 | -3 | 8 | -28 | 7 | -2.2 | 3 | 14* | 2
NC(=O)c1c(NC(NC(=O)c2ccco2)C(=O)c2ccc(Cl)cc2)sc2c1CCCC2 (stereo not given) | 24* | 4 | -3 | 2 | 10 | 3 | 1.2 | -4 | -2 | -2
CCN(CC)C(=S)NC(=O)C12CC3CC(CC(C3)C1)C2 | 1 | 2 | 1 | 5 | -3 | -9 | 0.4 | -4 | -7 | 0
COc1ccc(C(=O)C2CCCN(C(=O)c3cccnc3OC)C2)c(C)c1 (stereo not given) | -3 | 4 | 0 | 6 | 3 | 9 | -0.1 | -1 | 2 | 5
Cc1ccc2c(CC(=O)NC3=NCCS3)coc2c1 | -2 | -3 | -6 | 6 | -3 | 2 | 0.1 | 1 | 1 | -5

Remaining list, next part.
structure | PRMT1 inh | Tn6 DDE FP | UHRF1 MBD2 ctr | TDP2 absorb | SIAE primary | TCR CD3 inh | proKLK7 act | MBD2 DNA inh | LEDGF integ inh | DDE Tn7 FP inh
O=C(c1ccccc1)c1ccc(C(=O)N2CCOCC2)cc1 | -1 | -4 | 2 | 13 | 7 | -2 | -0.2 | 1 | 3 | 1
Cc1nnc(SCC(=O)Nc2ccc(S(=O)(=O)Nc3ccc(Cl)nn3)cc2)s1 | 3 | 0 | 15 | -2 | -5 | 12 | 0.3 | 0 | 2 | -3
O=C(NCc1ccc(F)c(F)c1)C1CCC(=O)N(CCc2ccccc2)C1 (stereo not given) | -4 | 3 | -3 | 14 | -1 | 6 | 0.1 | -3 | 4 | -6
CN1C(C(=O)Nc2cccc(O)c2)=CC(c2ccco2)=NS1(=O)=O | 3 | 0 | -2 | 2 | -2 | -4 | -0.4 | 1 | -1 | 2
O=C1C2CCCCN2C(=O)N1CCCCN1CCN(c2cccc(Br)c2)CC1 (stereo not given) | 4 | 5 | 3 | 5 | -5 | 1 | 0.5 | 5 | 0 | 2
O=C(N/N=C/C(Br)=C/c1ccccc1)c1ccccc1F | -2 | 6 | 0 | -14 | 1 | 4 | 0.6 | -2 | -1 | 2
CN(C)CCNc1nc(Oc2ccccc2)c2sccc2n1 | 1 | 4 | 0 | 2 | 6 | 4 | -0.3 | 3 | -4 | 8
CN(C)S(=O)(=O)c1ccc(C(=O)/C=C/c2cccnc2)cc1 | 4 | 2 | 2 | 3 | -2 | -5 | 0.0 | 3 | -4 | -2
Cc1ccc(C(=O)OCC(=O)c2cc(C)n(CC3CCCO3)c2C)cc1 (stereo not given) | -2 | 3 | -1 | 6 | 0 | 15 | 0.4 | 4 | 1 | 1
O=C(Cc1csc(-c2ccccc2)n1)NCc1ccco1 | -4 | -6 | -1 | -15 | -6 | 1 | 0.1 | 1 | 3 | -4
Cc1onc(-c2c(Cl)cccc2Cl)c1C(=O)c1ccc(F)cc1 | 0 | 3 | 1 | -3 | -2 | 2 | -0.4 | 1 | 0 | 8
CCCCCCCCCCCCCCCC(=O)OCC1OC(n2ccc(N)nc2=O)C(O)C1O (stereo not given) | 7 | -3 | 1 | 0 | -4 | -3 | -0.1 | 0 | -4 | 2

(listing goes on)
structure | PRMT1 inh | Tn6 DDE FP | UHRF1 MBD2 ctr | TDP2 absorb | SIAE primary | TCR CD3 inh | proKLK7 act | MBD2 DNA inh | LEDGF integ inh | DDE Tn7 FP inh
CSc1ncc(CO)n1Cc1ccccc1 | 2 | -12 | 4 | -3 | 1 | -10 | -0.3 | 6 | -3 | 1
O=C(CCN1C(=O)c2ccccc2S1(=O)=O)NCc1ccccc1 | 2 | 5 | 2 | -5 | -4 | -4 | -0.2 | -1 | -5 | 5
CCOC(=O)c1ccc2c(c1)C1C=CCC1C(C(=O)OCC)N2 (stereo not given) | 23* | 3 | -2 | -3 | 13 | -3 | -15 | -4 | 0 | 3
COc1cc(NC(=O)c2ccco2)ccc1NC(=O)c1ccccc1Cl | 0 | -5 | -2 | 0 | -5 | -10 | -0.2 | 4 | 0 | 6
N#C/C(=C\c1ccc(-c2cccc(Cl)c2)o1)C(=O)Nc1cccc2cccnc12 | -1 | 0 | -2 | 8 | -5 | -2 | 0.0 | 1 | -4 | 0
CC(Cc1ccccc1)NC(=O)c1ccc([N+](=O)[O-])cc1 (stereo not given) | -2 | 8 | -1 | 4 | 0 | 4 | -0.1 | 1 | 2 | 5
CN(C)C(=O)N1CCC(C(=O)NCc2ccccc2Cl)CC1 | 2 | 3 | 0 | 0 | -3 | -7 | 0.4 | 5 | -2 | -5

Some entries already given with just DDE Tn7 FP inh, TDP2 absorb and LEDGF integ inh.
canonical_smiles	DDE Tn7 FP inh	TDP2 absorb	LEDGF integ inh
O=C(CCN1C(=O)c2ccccc2S1(=O)=O)NCc1ccccc1	5	-5	-5
CC(Cc1ccccc1)NC(=O)c1ccc([N+](=O)[O-])cc1 (stereo not given)	5	4	2
CN(C)C(=O)N1CCC(C(=O)NCc2ccccc2Cl)CC1	-5	0	-2
COc1cc(NC(=O)c2ccco2)ccc1NC(=O)c1ccccc1Cl	6	0	0
